PTPN22 inh 2 – blocks human PTPN22 phosphatase activity. Q9Y2R2. recombinant LYP catalytic domain, DiFMUP fluorescence. inhibition, % at 2 µM. 96,000 compounds, 0.21% hits. AID 640;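 active means inhibition at 2 µM at or above a set limit, the screen mean plus 3 SD, cut at about 24% in these data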;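 further: 0% = DMSO with enzyme and 100% = enzyme fully blocked by orthovanadate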
Pyk2 oligo antag – blocks oligomerization of human Pyk2 in cells. z-score (the deposit names both 25 µM and 10 µM). 99,000 compounds, 0.83% hits. Q14289. AID 1347419. Q293 cells, Pyk2 FERM NanoBiT luminescence; stronger effect = lower value;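 active means Z-score of -3 or lower, scaled per plate to the spread of control and sample wells; inactive means z-score above -3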;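 further: negative z-score means lost luminescence so less FERM oligomerization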
VCAM1 TNFa inh – reduces TNF alpha induced VCAM1 expression in HUVEC; HUVEC TNFa-induced VCAM-1 immunofluorescence, high-content imaging; inhibition, % at 2 µM; 95,000 compounds, 0.48% hits;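 active means inhibition above the batch mean plus 3 SD, with images confirmed as a hit by eye, cut at about 37% in these data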;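 further: 0% = TNF-stimulated DMSO wells and 100% = unstimulated control wells; not every result past the cut was called active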
IL1B cytotox – HUVEC cytotoxicity counter-screen, IL-1B stimulated; AID 845; cell count reduction, % at 2 µM; HUVEC cell count loss, Hoechst imaging; 94,000 compounds, 0.41% hits;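 active means cell count reduction more than 3 SD above the screen-wide mean, cut at about 70% in these data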;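 further: normalized per plate to untreated control cells as the no-loss baseline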
HUVEC tox TNFa – HUVEC cytotoxicity counter-screen, TNF alpha stimulated | HUVEC TNFalpha-stimulated, Hoechst cell count, imaging | cell count reduction, % at 2 µM | 93,000 compounds, 0.17% hits | AID 848;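 active means cell count reduction exceeding the screen mean by over 5 SD, scaled to untreated wells per plate, cut at about 78% in these data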;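 further: cells counted after 24 h of TNF alpha exposure following the 1 h pretreatment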
FAK blocker – FAK (human) kinase inhibition; Q05397; biochemical FAK kinase activity assay; inhibition, %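 (tested at 7 µM)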; 97,000 compounds, 0.84% hits; AID 727; in the data active means inhibition above about 19%;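 further: 0% = DMSO and 100% = reference compound high control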
Target sequence (Q05397 whole entry, looked up): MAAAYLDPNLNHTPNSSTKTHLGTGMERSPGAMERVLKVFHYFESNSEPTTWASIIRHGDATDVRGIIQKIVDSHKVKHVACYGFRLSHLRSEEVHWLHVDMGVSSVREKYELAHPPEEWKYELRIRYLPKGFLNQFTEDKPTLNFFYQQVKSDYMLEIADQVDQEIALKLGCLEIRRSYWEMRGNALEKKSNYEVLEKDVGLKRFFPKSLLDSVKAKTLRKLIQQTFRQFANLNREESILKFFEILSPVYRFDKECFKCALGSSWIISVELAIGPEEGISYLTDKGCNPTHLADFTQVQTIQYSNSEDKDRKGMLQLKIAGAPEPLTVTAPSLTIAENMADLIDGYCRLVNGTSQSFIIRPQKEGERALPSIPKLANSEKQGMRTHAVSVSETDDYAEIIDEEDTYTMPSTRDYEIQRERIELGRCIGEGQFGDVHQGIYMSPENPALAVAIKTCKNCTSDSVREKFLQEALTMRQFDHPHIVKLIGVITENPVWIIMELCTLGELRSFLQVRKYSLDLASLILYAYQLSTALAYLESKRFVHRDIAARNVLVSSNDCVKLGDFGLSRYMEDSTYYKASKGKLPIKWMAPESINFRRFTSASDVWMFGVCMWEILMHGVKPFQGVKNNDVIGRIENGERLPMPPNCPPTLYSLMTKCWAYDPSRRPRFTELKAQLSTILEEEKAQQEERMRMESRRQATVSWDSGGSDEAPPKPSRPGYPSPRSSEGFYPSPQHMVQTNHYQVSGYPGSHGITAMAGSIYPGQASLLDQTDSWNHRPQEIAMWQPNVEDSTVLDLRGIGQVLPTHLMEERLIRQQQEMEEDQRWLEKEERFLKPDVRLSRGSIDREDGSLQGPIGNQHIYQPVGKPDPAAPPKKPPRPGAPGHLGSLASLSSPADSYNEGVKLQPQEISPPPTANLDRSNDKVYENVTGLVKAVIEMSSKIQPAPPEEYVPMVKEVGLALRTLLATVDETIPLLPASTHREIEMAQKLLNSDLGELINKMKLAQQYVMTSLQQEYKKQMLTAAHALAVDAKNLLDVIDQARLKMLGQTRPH
cytoskel mod – alters cytoskeleton assembly in HUVEC cells; 91,000 compounds, 0.18% hits; AID 836; HUVEC TNFa F-actin phalloidin imaging, high content; inhibition, % at 2 µM;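 active means inhibition above the batch mean plus 3 SD and confirmed as a hit by visual image inspection, cut at about 30% in these data, passing the limit was not always enough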; further: strong numbers were not always called active
PTPN22 act – LYP (human) phosphatase activation; Q9Y2R2; recombinant LYP, DiFMUP fluorescence; 0 = plate median, 100 = signal doubled; activation, % at 2 µM; AID 697; 96,000 compounds, 0.11% hits;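 active means activation at 2 µM above a set limit, the mean plus 5 SD, cut at about 37% in these data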
ERa coact inh – blocks coactivator binding to human estrogen receptor alpha; P03372; inhibition, % at 25.6 µM; 86,000 compounds, 1.7% hits; TR-FRET ER-alpha LBD / SRC-1 peptide, estradiol-bound; AID 629; in the data active means inhibition above about 50%;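 further: 0% = receptor plus peptide control and 100% = peptide only without receptor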
An asterisk follows results filed as active; · = no result given; [ ] = another dose, or the depositor's remark.

SMILES	PTPN22 inh 2	Pyk2 oligo antag	VCAM1 TNFa inh	IL1B cytotox	HUVEC tox TNFa	FAK blocker	cytoskel mod	PTPN22 act	ERa coact inh
N#CC1=C(N)C(C#N)(C#N)C(c2ccncc2)C2CN(C(=O)OCc3ccccc3)CC=C12 (configuration not stated)	1	-0.54	6	-32	·	-1	4	-1	25
Cc1ccc2c(Cl)c(C(=O)NCC3CCCO3)sc2c1 (configuration not stated)	-1	0.46	12	-28	2	3	-15	3	·
COc1c(Br)cc(Br)cc1C(=O)O	-4	2.3	1	35	-8	-4	-61	2	-1
Cc1ccc(-c2c(C)n([O-])c3c([n+]2=O)CCCC3)o1	-5	0.33	20	5	-15	0	0	5	-3
CCn1c(N2CCC(Cc3ccccc3)CC2)nc2c1c(=O)[nH]c(=O)n2C	12	-1.3	-4	-12	2	-5	-4	-15	1
Cc1ccc(NCC(=O)c2ccccc2)cc1Cl	9	0.33	1	18	-11	4	0	-6	·
CCCCn1c(=S)[nH]c2ncccc2c1=O	-7	1.3	0	-14	-10	-2	-11	6	2
O=C(N/N=C/c1cccc(O)c1)c1csc2ccccc12	-8	0.25	-1	-10	5	0	-14	5	·
Cc1ccc(F)cc1NC(=O)C1CCCN(c2ncccn2)C1 (configuration not stated)	5	0.73	0	-6	3	0	-12	-7	-1
O=C(COC(=O)C1=COCCO1)NCCCc1ccccc1	-3	1.1	6	-6	-30	-7	1	1	-5
CCCOc1ccc(-c2cnc(SCC(N)=O)nc2N)cc1	-1	-1.5	16	-2	-12	-1	0	-2	2
Cc1nnc(-c2cnn(-c3ccccc3)c2N)n1Cc1ccncc1	-6	0.33	1	18	-14	-3	-4	8	·
Cc1nn(-c2ccccc2)c(C)c1/C=N/NC(=O)CSc1nc2ccccc2c(=O)n1-c1ccc(Br)cc1	17	-1.4	10	-22	17	-3	-29	-14	·
CCOc1ccc(N(CC(=O)NC(C)CC)S(C)(=O)=O)cc1 (configuration not stated)	4	-0.32	5	6	-35	-1	·	-2	-5
CC(=O)C(C(C)=O)C(NC(=O)c1cccnc1)(C(F)(F)F)C(F)(F)F	-6	0.41	1	-54	-30	1	4	3	6
CCc1cccc(CC)c1N(COC)C(=O)Cn1nnc2ccccc21	-1	-0.69	-11	1	-8	1	-11	0	17
CC1CCN(c2ccc(C(=O)O)cc2N)CC1	9	0.69	-2	-2	-10	7	-22	-10	26
CC(=O)OCC1OC(c2ccccc2)C(OC(C)=O)C(OC(C)=O)C1OC(C)=O (configuration not stated)	-1	-0.21	20	-20	7	1	-1	0	-2
COc1ccc(C(c2nnnn2CCc2ccccc2)N2CCN(C3CCCC3)CC2)cc1OC (configuration not stated)	1	1.2	6	-16	-9	0	-4	-3	-1
Cc1n[nH]c(C)c1S(=O)(=O)N(CC(=O)NC1CCCC1)c1ccc(C(C)C)cc1	2	·	15	-16	-23	-5	2	-4	0
CC(C)CNC(=O)c1cc(-c2ccc(Br)cc2)on1	-7	0.39	7	13	24	-1	16	5	5
CCN(CC(=O)NCc1ccccn1)S(=O)(=O)c1ccc(Cl)cc1	-12	0.2	17	-7	79*	7	6	9	2
Cc1cc(C)nc(SCc2nnc(SCC(N)=O)n2Cc2ccco2)n1	7	0.14	17	-5	5	-4	-12	-5	-3
COc1ccc(NC(=O)Nc2c(C)n(-c3ccccc3)c(=O)n2C)cc1OC	-6	-0.88	-20	-1	-24	-2	-14	6	-24

Compound profiles, as listed above.
Listed for CC(=O)C(C(C)=O)C(NC(=O)c1cccnc1)(C(F)(F)F)C(F)(F)F → PTPN22 inh 2: -6; Pyk2 oligo antag: 0.41; VCAM1 TNFa inh: 1; IL1B cytotox: -54; HUVEC tox TNFa: -30; FAK blocker: 1; cytoskel mod: 4; PTPN22 act: 3; ERa coact inh: 6
Listed for CCc1cccc(CC)c1N(COC)C(=O)Cn1nnc2ccccc21 → PTPN22 inh 2: -1; Pyk2 oligo antag: -0.69; VCAM1 TNFa inh: -11; IL1B cytotox: 1; HUVEC tox TNFa: -8; FAK blocker: 1; cytoskel mod: -11; PTPN22 act: 0; ERa coact inh: 17

The list continues:
SMILES	PTPN22 inh 2	Pyk2 oligo antag	VCAM1 TNFa inh	IL1B cytotox	HUVEC tox TNFa	FAK blocker	cytoskel mod	PTPN22 act	ERa coact inh
CCOC(=O)c1cnn2c(C(F)F)cc(C3CC3)nc12	-12	1.4	3	7	21	2	-15	7	5
Cc1cc(O)ccc1NC(=O)c1ccccc1	-4	0.07	6	-26	-12	-6	3	3	-35
CSc1nc2nccc(-c3ccc(Cl)cc3)n2n1	6	0.27	0	30	19	-2	-14	-3	27
COc1ccc(OC)c(-n2c(-c3ccc(C)cc3)n[nH]c2=S)c1	4	-0.15	1	88*	6	-7	-2	-4	1
CC1(C)Cc2ccccc2-c2nnc(SCc3ccccc3)n21	2	-1.8	5	-14	-13	3	17	-4	0
COc1cc2[nH]c(=O)n(CCC(=O)N3CCc4ccccc4C3)c(=O)c2cc1OC	23	1.6	11	-1	-36	-2	14	-24	-2
O=C1CC(c2ccccc2)CC(O)=C1C=NCc1ccccc1 (configuration not stated)	-1	0.09	3	-30	-6	2	6	6	·
COc1ccccc1N1CCN(C(c2cccs2)c2nnnn2C2CCCC2)CC1 (configuration not stated)	-3	-1.5	1	-2	13	6	1	3	5[fluorescence artefact?]
c1ccc(Nc2nc(N3CCCCC3)nc(N3CCNCC3)n2)cc1	-11	0.28	-24	-4	-32	-3	26	8	·
CCOC(=O)C1=C(CSc2nccn2C)NC(=O)NC1c1ccc(OC)cc1 (configuration not stated)	-1	-0.22	12	22	-11	0	·	2	-4
COc1ccc(Br)cc1S(=O)(=O)N1CCOCC1	2	-0.38	-3	-28	-11	0	6	-6	-20
O=S(=O)(Nc1nc2ccccc2s1)c1ccc(Cl)s1	3	-1.7	2	4	6	1	9	-1	7
COc1ccc(-c2ccc(=O)n(CC(=O)Nc3nnc(C(C)C)s3)n2)cc1OC	-1	3.5	-10	9	0	-2	-6	1	-10
Cc1cc(NC(=O)CSc2ccccc2)no1	-2	-0.82	13	-8	-17	1	-5	6	0
CCOC(=O)c1cccc(NC(=O)c2cccs2)c1	-1	-0.36	-4	-16	-18	-3	-8	1	-3
CC(C)(C)n1ncc2c(=O)n(Cc3ccc(Cl)cc3Cl)cnc21	-1	-1	-33	-20	-56	-2	5	0	·
COC(=O)CNC(c1ccccc1)c1cc(Br)ccc1NC(=O)OCc1ccccc1 (configuration not stated)	11	-2.2	5	-26	-18	-2	1	-6	·
O=c1oc(-c2ccco2)nc2sc3c(c12)CCCC3	-4	-0.62	-13	-29	5	3	1	6	5
Cc1cc(C)c2nc(C(F)(F)F)c(C#N)c(N)c2c1	1	-0.53	-19	-3	-35	1	2	-1	18[fluorescence artefact?]
O=C(Cc1c(F)cccc1Cl)Nc1ccon1	-7	0.39	-7	25	-17	0	-8	3	0
CCN(CC)CCNC(=O)Cc1nn(CC)c(=O)c2ccccc12	-3	0.03	-6	-14	-13	1	9	5	-7
CCOC(=O)C(=CNCC(=O)O)C(=O)OCC	6	0.5	6	14	-8	0	-41	-4	·
CC1=C(C(=O)N(C)C)C(c2ccc(Cl)c(Cl)c2)NC(=O)N1 (configuration not stated)	4	-0.18	1	-16	-38	-3	-7	-4	0
O=C(CCN1CCc2ccccc2C(O)(c2ccccc2)C1)c1ccc2c(c1)OCCO2 (configuration not stated)	6	2.5	41	-4	32	-1	-4	-6	7
COc1cc(S(=O)(=O)N2CCOCC2)ccc1NC(=O)COC(=O)c1ccccn1	0	0.63	3	6	-22	-1	5	-4	-6
CCCC(NC(=O)CNC(=O)C(C)(C)C)C(=O)O (configuration not stated)	3	0.88	10	26	-15	9	-4	1	-3
Cc1ccc(-c2[nH]nc3c2C(c2ccc(OC(=O)N4CCOCC4)cc2)C(C#N)=C(N)O3)cc1 (configuration not stated)	-2	-0.18	13	-4	-15	0	9	-3	7
CCn1c(SC/C=C/c2ccccc2)nnc1-c1cccs1	2	-1.8	-2	-14	-6	-1	8	-2	10
O=C1C(Oc2ccccc2)C(c2cccs2)N1Cc1ccc2c(c1)OCO2 (configuration not stated)	11	-2.4	10	-2	8	0	-18	-9	·
O=C(Nc1ccc2c(c1)OCO2)C1CCN(S(=O)(=O)c2cccc3cccnc23)CC1	-1	-0.32	18	-20	-24	-1	-14	-1	8
O=[n+]1c2c(n([O-])c3cc(Br)ccc31)CCC2	-3	0.16	18	-8	-44	4	23	1	27[fluorescence artefact?]
COc1cccc(CN(C)C(=O)c2ccc(S(=O)(=O)N3CCCC3)cc2)c1OC	8	2.1	-8	-8	-36	-2	-8	-5	7
O=C(OC1CCCCC1=O)c1cc(=O)c2ccccc2o1 (configuration not stated)	-5	1.7	2	2	-17	8	34	4	3
CCOC(=O)C1=C(C)NC2=C(C(=O)CC(C)(C)C2)C1c1ccc(N(C)C)cc1 (configuration not stated)	2	-0.79	-17	23	6	0	-6	1	·
CC(=O)[C@@H]1[C@@H]2C(=O)N(Cc3ccccc3)C(=O)[C@@H]2C2c3ccccc3C=CN21 (some centres not stated)	8	-0.13	13	-32	-26	12	4	-11	9
CCN(CC)CCCNC(=O)C(C)n1nc(C)c2sc3ccccc3c2c1=O (configuration not stated)	4	0.84	5	7	-6	1	11	-3	-15
O=C(c1ccc(COc2c(F)c(F)c(F)c(F)c2F)o1)N1CCOCC1	-16	0.65	-1	-32	-6	1	2	8	9

In the list so far, these contain an aryl methoxy group.
SMILES	PTPN22 inh 2	Pyk2 oligo antag	VCAM1 TNFa inh	IL1B cytotox	HUVEC tox TNFa	FAK blocker	cytoskel mod	PTPN22 act	ERa coact inh
COc1c(Br)cc(Br)cc1C(=O)O	-4	2.3	1	35	-8	-4	-61	2	-1
COc1ccc(C(c2nnnn2CCc2ccccc2)N2CCN(C3CCCC3)CC2)cc1OC (configuration not stated)	1	1.2	6	-16	-9	0	-4	-3	-1
COc1ccc(NC(=O)Nc2c(C)n(-c3ccccc3)c(=O)n2C)cc1OC	-6	-0.88	-20	-1	-24	-2	-14	6	-24
COc1ccc(OC)c(-n2c(-c3ccc(C)cc3)n[nH]c2=S)c1	4	-0.15	1	88*	6	-7	-2	-4	1
COc1cc2[nH]c(=O)n(CCC(=O)N3CCc4ccccc4C3)c(=O)c2cc1OC	23	1.6	11	-1	-36	-2	14	-24	-2
COc1ccccc1N1CCN(C(c2cccs2)c2nnnn2C2CCCC2)CC1 (configuration not stated)	-3	-1.5	1	-2	13	6	1	3	5[fluorescence artefact?]
CCOC(=O)C1=C(CSc2nccn2C)NC(=O)NC1c1ccc(OC)cc1 (configuration not stated)	-1	-0.22	12	22	-11	0	·	2	-4
COc1ccc(Br)cc1S(=O)(=O)N1CCOCC1	2	-0.38	-3	-28	-11	0	6	-6	-20
COc1ccc(-c2ccc(=O)n(CC(=O)Nc3nnc(C(C)C)s3)n2)cc1OC	-1	3.5	-10	9	0	-2	-6	1	-10
COc1cc(S(=O)(=O)N2CCOCC2)ccc1NC(=O)COC(=O)c1ccccn1	0	0.63	3	6	-22	-1	5	-4	-6
COc1cccc(CN(C)C(=O)c2ccc(S(=O)(=O)N3CCCC3)cc2)c1OC	8	2.1	-8	-8	-36	-2	-8	-5	7
